WRN inhibitor: blocks human WRN helicase; Q14191; WRN helicase unwinding, fluorescent forked duplex, kinetic; Potency, µM (titrated, usually from 114 µM), without a hit: at the highest dose activity change, negative = inhibition, most hits filed as inhibitors; 360,000 tested, 0.46% active; note: potency is the fitted concentration of half-maximal effect; % is set by controls: 0 for no effect and ±100 for the full control effect; nearly all actives have a fitted effect of over 55% in size
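Kinetic fluorescence helicase assay: unwinding of a quenched forked DNA duplex (100 nM final) with 2 mM ATP final raises red fluorescence (525/598 nm). Compounds sat 15 min at room temperature with 20 nM WRN beforehand.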
CCT modulator: changes cytosolic chaperonin activity; purified chaperonin ATPase assay, HTRF ADP detection, 30 min; activity change, % (concentration not given with the values), hits read low; 360,000 tested, 0.3% active; AID 651819; in the data active = activity change below about -30%; note: % is set by controls: 0 for no effect and ±100 for the full control effect
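Enzyme 40 or 20 nM (batch-dependent) in Tris pH 7.4/KCl/MgCl2/DTT; cpd 76 uM single point; ATP 10 uM; 30 min 37 °C; Transcreener ADP HTRF detection, 30 min RT; ratio 665/615.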
EPAC1 ag: activates human EPAC1 exchange factor. O95398. EPAC1 agonist qHTS, biochemical assay; response scale: 100% = response to 6.5 mM cAMP. Potency, µM (titrated, usually from 154 µM), without a hit: at the top dose activation, actives largely listed as activators. 360,000 tested, 0.073% active. AID 720707; note: potency is the fitted concentration of half-maximal effect; nearly all actives have a fitted effect of over 60% in size
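Nucleotide exchange assay: 100 nM EPAC1 with 250 nM Rap1B loaded with BODIPY-GDP and 50 uM GDP, room temperature. Fluorescence (480/540 nm) read every 5 min for 30 min; signal change normalized to 6.5 mM cAMP as full agonist.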
IL2 activator: activates IL-2 in a cell-based reporter assay; IL-2 activation reporter assay, cell-based qHTS; stimulated with anti-CD3/CD4/CD28 beads; in transgenic mouse T cells; activation, % (series mostly up to about 46 µM); 360,000 tested, 0.065% active; in the data active = activation above about 50%; inconclusive = mostly about 30% to 49%; note: 0% is about no effect
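Screening format: compound pinned onto unstimulated transgenic mouse T cells, 60 min incubation, then anti-CD3/anti-CD4/anti-CD28 bead stimulation for 18 hours at 37 degrees C, followed by EGFP and DsRed detection.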
EPAC2 ag: activates human EPAC2 exchange factor; Q8WZA2; EPAC2 activation, biochemical qHTS; response scale: 100% = 6.5 mM cAMP response; Potency, µM (top dose mostly 154 µM), for the others: at the top dose activation, hits mostly activators; 360,000 tested, 0.079% active; note: potency is the fitted concentration of half-maximal effect; nearly all actives have a fitted effect of over 50% in size
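qHTS, titration series. 100 nM EPAC2 / 250 nM Rap1B-BODIPY-GDP / 50 uM GDP; RT; ex 480/em 540 nm, 5-min reads to 30 min. Norm. to 6.5 mM cAMP = activation.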
PLK1 PBD block: inhibitors of human PLK1 polo-box domain binding; P53350; Plk1 PBD binding of FITC phosphopeptide, fluorescence polarization; Potency, µM, without a hit: max response, negative = inhibition, most hits filed as inhibitors; 360,000 tested, 2.8% active; note: potency is the fitted concentration of half-maximal effect; series mostly up to about 57 µM; % is set by controls: 0 for no effect and ±100 for the full control effect; nearly all actives have a fitted effect of over 65% in size
Target sequence (P53350 whole entry, looked up, the tested form may be a part): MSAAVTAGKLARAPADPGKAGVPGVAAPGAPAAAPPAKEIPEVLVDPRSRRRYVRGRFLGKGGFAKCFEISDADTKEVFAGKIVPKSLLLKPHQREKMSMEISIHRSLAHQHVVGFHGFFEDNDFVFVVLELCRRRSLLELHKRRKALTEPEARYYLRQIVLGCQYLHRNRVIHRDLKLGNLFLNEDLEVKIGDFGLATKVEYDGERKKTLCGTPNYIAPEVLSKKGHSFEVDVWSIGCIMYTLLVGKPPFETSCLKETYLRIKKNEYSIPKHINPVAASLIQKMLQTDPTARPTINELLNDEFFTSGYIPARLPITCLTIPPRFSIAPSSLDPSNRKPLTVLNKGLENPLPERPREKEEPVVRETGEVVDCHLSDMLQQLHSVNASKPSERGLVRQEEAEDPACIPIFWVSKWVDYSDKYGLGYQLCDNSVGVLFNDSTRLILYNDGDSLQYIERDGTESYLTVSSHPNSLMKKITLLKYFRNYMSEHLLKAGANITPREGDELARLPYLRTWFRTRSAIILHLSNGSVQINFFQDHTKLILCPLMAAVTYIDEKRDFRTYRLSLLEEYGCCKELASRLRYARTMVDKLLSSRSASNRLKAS
EPAC1 antagonist: EPAC1 (human) antagonism | O95398 | EPAC1 GEF assay, Rap1b-BODIPY-GDP exchange fluorescence | Potency, µM (top dose mostly 115 µM), for the others: at the highest dose activity change, negative = inhibition, usual class: inhibitors | 360,000 tested, 0.14% active;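 note: potency is the fitted concentration of half-maximal effect; plate controls were vehicle for no effect and positive control for full effect; nearly all actives have a fitted effect of over 50% in size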
PI5P4K alpha inh: inhibitors of human PI5P4K alpha; P48426; 330,000 tested, 1.2% active; max response, %; PI5P4Kalpha enzyme, ADP-Glo luminescence, 60 min; active compounds read low; AID 652105; active = max response of -50% or lower; inconclusive = between -30% and -50%; inactive = -30% or higher; note: value at the top dose of about 77 µM; % is set by controls: 0 for no effect and ±100 for the full control effect
Target sequence (P48426 whole entry, looked up): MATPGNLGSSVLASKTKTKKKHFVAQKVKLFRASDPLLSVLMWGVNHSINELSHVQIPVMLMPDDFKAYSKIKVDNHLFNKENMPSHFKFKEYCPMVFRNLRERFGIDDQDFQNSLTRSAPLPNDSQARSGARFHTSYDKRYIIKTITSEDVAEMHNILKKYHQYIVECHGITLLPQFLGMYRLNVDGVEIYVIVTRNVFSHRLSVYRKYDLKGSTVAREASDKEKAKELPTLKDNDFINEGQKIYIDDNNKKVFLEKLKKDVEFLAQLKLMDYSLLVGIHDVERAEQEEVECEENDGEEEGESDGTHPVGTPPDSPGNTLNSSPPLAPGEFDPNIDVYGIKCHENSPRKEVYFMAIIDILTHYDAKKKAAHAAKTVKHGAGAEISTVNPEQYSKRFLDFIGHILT
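Luminescence from ADP-Glo served as readout of PI5P4Kalpha activity in a qHTS format. Reaction: enzyme, substrate, compound, ATP at 5 microM final, 60 min at RT.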
* marks the source's active call; other numbers are inactive results; ? = inconclusive; · = not tested or not shown; [ ] = dose if it differs, or a comment. Unless noted, calls come from the whole dose curve; as a rule, active = well fitted curve in the direction sought with a large enough effect; inconclusive = small, poorly fitted or top-dose-only effect, or another doubt; inactive = no such curve, though single readings can be large; an effect the other way counts as inactive or inconclusive. Some of the compounds tested; the hit share may differ from the screen's.

SMILES | WRN inhibitor | CCT modulator | EPAC1 ag | IL2 activator | EPAC2 ag | PLK1 PBD block | EPAC1 antagonist | PI5P4K alpha inh
O=C(O)C(CC1CCCCC1)N1CCS(=O)(=O)CC1 (configuration not stated) | -10% | 0.4 | 6% | -0.4 | 5% | -4% | 12% | 3
O=S(=O)(Nc1ccc(Br)cc1)N1CCOCC1 | -3% | -0.6 | 0% | -2.9 | 7% | 2% | -1% | -10
COc1ccc2nc(NC(=O)CCc3nc(-c4ccccc4F)no3)sc2c1 | -19% | -21 | 3% | -0.8 | 5% | -6% | 9% | 0
CCOC(=O)N1CCN(C(=O)C2CCCN(S(=O)(=O)c3cc(C)ccc3OC)C2)CC1 (configuration not stated) | 0% | -3.8 | 2% | -0.9 | -2% | -2% | -3% | ·
CCOc1cccc(-c2nnc3sc(-c4ccco4)nn23)c1 | -3% | -4.3 | 9% | -1.6 | 7% | -21% | 4% | -14
Cn1c(=O)c2c(ncn2CC(=O)N/N=C/C=C/c2ccco2)n(C)c1=O | -6% | 1.7 | -5% | -1.1 | 3% | -6% | 1% | -5
COc1ccc(C2C(C(N)=O)=C(C)Nc3nc(-c4ccccc4)nn32)cc1OC (configuration not stated) | -3% | -1.0 | 5% | 0.4 | 8% | -3% | 4% | -3
CCCCN(C(=O)CSc1nnc(-c2ccccc2)n1C)c1c(N)n(Cc2ccccc2)c(=O)[nH]c1=O | -9%[57.1 µM] | -2.7 | -1% | -1.0 | -6% | 10% | -9% | -5
C[C@H](CO)N1C[C@H](C)[C@@H](CN(C)Cc2cccc(F)c2)Oc2cc(-c3cccc(C#N)c3)ccc2S1(=O)=O | -1% | -1.4 | -7% | -1.6 | 9% | 5% | -6% | -4
N#CC(=C1Nc2ccccc2N1)S(=O)(=O)c1ccccc1 | ? | 1.2 | 16% | 0.0 | -3% | 3.4µM* | 6% | ?
C=CCNC(=O)CSc1nnc(-c2cccc(S(=O)(=O)N3CCOCC3)c2)o1 | 12% | 1.0 | -10% | -0.4 | -14% | -6% | 13% | 7
Cc1ccc(C(C(=O)NC2CCCCC2)N2CCOCC2)cc1 (configuration not stated) | -1% | 3.7 | -8% | -0.6 | -3% | 3% | 22% | 4

Full records as entered above.
N#CC(=C1Nc2ccccc2N1)S(=O)(=O)c1ccccc1 is entered as WRN inhibitor = ?; CCT modulator = 1.2; EPAC1 ag = 16%; IL2 activator = 0.0; EPAC2 ag = -3%; PLK1 PBD block = 3.4µM*; EPAC1 antagonist = 6%; PI5P4K alpha inh = ?
Cn1c(=O)c2c(ncn2CC(=O)N/N=C/C=C/c2ccco2)n(C)c1=O is entered as WRN inhibitor = -6%; CCT modulator = 1.7; EPAC1 ag = -5%; IL2 activator = -1.1; EPAC2 ag = 3%; PLK1 PBD block = -6%; EPAC1 antagonist = 1%; PI5P4K alpha inh = -5

The listing continues:
SMILES | WRN inhibitor | CCT modulator | EPAC1 ag | IL2 activator | EPAC2 ag | PLK1 PBD block | EPAC1 antagonist | PI5P4K alpha inh
CCOc1ccc(N2CC(C(=O)N3CCc4ccccc43)CC2=O)cc1 (configuration not stated) | -31% | -2.1 | -5% | -2.2 | 6% | -3% | -28% | -10
CCN(C(=O)CSc1n[nH]c(N)n1)c1cccc2ccccc12 | -3% | -1.9 | 2% | -0.3 | 0% | -6% | 6% | 3
CC1(C)Cc2c(cnn2-c2ccc(F)cc2)C(NC(=O)c2cnccn2)C1 (configuration not stated) | -16% | -0.1 | -5% | -2.0 | -2% | -6% | 7% | 1
Cc1ccc2c(c1)sc1nc(=O)n(-c3ccc(Cl)cc3)c(=O)n12 | -5% | -0.3 | 3% | -0.7 | 8% | -7% | 13% | ·
CCC(=O)Oc1ccc(C(=O)Nc2c[nH]c(=O)[nH]c2=O)cc1 | -8% | 0.3 | 4% | -1.0 | 9% | -14% | -6% | -53*
FC(F)(F)c1ccccc1Cc1c(-c2ccco2)nc2ccc(Cl)cn12 | -9% | -3.3 | -15% | -0.9 | 14% | ? | -16% | -21
CC(=O)c1c(C)n([O-])c2ccccc2[n+]1=O | 6% | 0.8 | -1% | -2.7 | -4% | -5% | 11% | ·
CCN1CCN(CC(=O)Nc2nc3ccccc3s2)CC1 | 0% | 1.7 | 13% | -0.5 | 5% | 2% | -6% | 1
NC(=O)CSc1nnc(NC(=O)c2ccc3ccccc3c2)s1 | -31% | -5.0 | -2% | 1.6 | -5% | -19% | 6% | -10
O=C(C[n+]1ccccc1)N/N=C/c1ccc(C(=O)O)cc1 | -3% | 0.6 | 4% | -0.3 | 6% | 6% | 14% | 0
CCOC(=O)c1c(C)nc2ccc(C)cn12 | 9% | -1.6 | -1% | -0.5 | 10% | -14% | 8% | -5
CCO[C@H]1OC(C(=O)NCc2ccccc2)=C[C@@H](c2cn(C(C)=O)c3ccccc23)[C@@H]1CCCO | -3% | -1.4 | 9% | 0.1 | 4% | 2% | -20% | -3

Fetched one by one from the entries so far (four):
SMILES | WRN inhibitor | CCT modulator | EPAC1 ag | IL2 activator | EPAC2 ag | PLK1 PBD block | EPAC1 antagonist | PI5P4K alpha inh
CCCCN(C(=O)CSc1nnc(-c2ccccc2)n1C)c1c(N)n(Cc2ccccc2)c(=O)[nH]c1=O | -9%[57.1 µM] | -2.7 | -1% | -1.0 | -6% | 10% | -9% | -5
CCO[C@H]1OC(C(=O)NCc2ccccc2)=C[C@@H](c2cn(C(C)=O)c3ccccc23)[C@@H]1CCCO | -3% | -1.4 | 9% | 0.1 | 4% | 2% | -20% | -3
O=C(O)C(CC1CCCCC1)N1CCS(=O)(=O)CC1 (configuration not stated) | -10% | 0.4 | 6% | -0.4 | 5% | -4% | 12% | 3
C[C@H](CO)N1C[C@H](C)[C@@H](CN(C)Cc2cccc(F)c2)Oc2cc(-c3cccc(C#N)c3)ccc2S1(=O)=O | -1% | -1.4 | -7% | -1.6 | 9% | 5% | -6% | -4

Going on with the list:
SMILES | WRN inhibitor | CCT modulator | EPAC1 ag | IL2 activator | EPAC2 ag | PLK1 PBD block | EPAC1 antagonist | PI5P4K alpha inh
Cc1cc(C)cc(NC(=S)Nc2ccc(Cl)c(Cl)c2)c1 | -17% | 1.3 | 5% | -0.6 | 14% | -10% | -23% | 5
COc1cccc(NC(=O)CSc2nnc(Cn3nnc4ccccc43)n2C)c1 | -3% | -0.3 | 4% | 0.7 | 1% | -8% | 3% | 5
COc1cccc(OC)c1NC(=O)Cn1nc(-c2ccc3c(c2)OCCO3)ccc1=O | 2% | 0.5 | -2% | 1.1 | -1% | 1% | -6% | -5
O=C(O)Cc1ccc2oc(-c3cccnc3)nc2c1 | 10% | -0.3 | -6% | -1.8 | 13% | -7% | -2% | -10
CCc1nn2c(N(C)CCO)cc(C)nc2c1-c1ccc(F)cc1 | 0% | -0.3 | -4% | -1.8 | -9% | -2% | 1% | -3
COc1ccc(O)c(C(=O)c2cnc3onc(C)c3c2)c1 | -6% | -0.8 | -6% | 2.9 | -7% | -2% | -2% | -7
COC(=O)Nc1ccc(C)c(NC(=O)OC)c1 | -2% | 0.4 | 4% | 1.3 | 4% | -3% | 9% | ·
Cc1ccc(S(=O)(=O)NC2=NCN(CCN3CCOCC3)CN2)cc1 | 9% | -0.9 | 1% | 1.7 | 2% | 0% | 10% | 1
CCOc1ccc(N(CC(=O)N2CCN(c3ccccc3OC)CC2)S(=O)(=O)c2ccc(C)cc2)cc1 | -13% | -1.1 | 10% | -0.9 | 3% | -1% | -23% | 2
CC(C)C(C(=O)NCc1ccccc1)N(C)Cc1ccc(Cl)c(Cl)c1 (configuration not stated) | -10% | · | -2% | -0.5 | 8% | -5% | 2% | 22
CCc1ccc(C(=O)CCC2CCCCC2=O)cc1 (configuration not stated) | 4% | -1.7 | 2% | -2.7 | -7% | -13% | -4% | 4
CCN(C(=O)COC(=O)Cn1cnc2c1c(=O)n(C)c(=O)n2C)C1CCS(=O)(=O)C1 (configuration not stated) | 4% | -2.9 | 0% | -3.5 | 15% | -15% | 3% | -3
COC(=O)CCC(=O)Nc1cccc2c(NC(=O)CCC(=O)OC)cccc12 | -4% | 1.7 | 10% | -0.2 | 7% | -22% | 7% | -19
O=C(CSc1nc(=O)n2ccccc2n1)N1N=C(c2cccs2)CC1c1ccc(F)cc1 (configuration not stated) | 0% | 1.2 | 5% | -0.7 | 3% | -3% | 16% | 0
CCOC(=O)C1CCN(CC(=O)Nc2c(C(=O)OC)[nH]c3cccc(C)c23)CC1 | 3% | -3.4 | -8% | 0.2 | 5% | 0% | 11% | -2
CC1(c2ccc3noc(-c4ccc(Cl)cc4)c3c2)OCCO1 | -15% | 0.3 | 5% | -0.1 | -3% | -15% | -9% | -12
CCCN1Cc2cccc(C(N)=O)c2C1=O | 8%[57.1 µM] | 1.3 | 3% | -2.6 | -2% | -1% | -1% | 1
COc1ccc(/C=N/NC(=O)c2ccc(Cl)cc2)cc1COC(C)=O | -6% | -3.5 | 1% | 0.4 | 6% | -7% | 4% | -2
CC(C)N(Cc1nc(-c2ccccc2)no1)S(=O)(=O)c1ccccc1 | 0% | 0.4 | 4% | -3.8 | 15% | -13% | -7% | 1
O=C(Nc1cc(N2CCOCC2)ncn1)NC1(C(F)(F)F)Oc2ccccc2O1 | -5% | 0.7 | 0% | 2.4 | 3% | -16% | 5% | -19
C/C(N)=C(/C#N)C(=O)CSc1nc2scc(-c3ccc(F)cc3)c2c(=O)n1C | -10% | -0.7 | 12% | -0.9 | 13% | -3% | -2% | -4
COc1ccc(N(CC(=O)NC2CCCC2)C(=O)Cn2nnc(-c3ccc(C)o3)n2)cc1 | -6% | -6.6 | 6% | -0.4 | 0% | -1% | 2% | -8
O=C(CCNC(=O)c1ccc(Br)cc1)NCc1ccccn1 | -5% | -4.4 | 0% | 0.5 | -1% | 1% | -4% | -6
CCCCOC(=O)COc1ccc(Cl)cc1Cl | -3% | 0.5 | -14% | -0.4 | -2% | 5% | -5% | 7
CN(CC(=O)Nc1ccc(Cl)cc1)CC(=O)Nc1ccc(F)c(F)c1F | -5% | -0.6 | -2% | -3.4 | 5% | -3% | -15% | 5
O=C(O)CCC(=O)Nc1ccccc1C(=O)Nc1ccccc1 | -3% | 1.5 | 3% | 0.3 | 10% | 0% | -1% | ·

PLK1 PBD block: entries above that show a hit
Molecule	WRN inhibitor	CCT modulator	IL2 activator	EPAC2 ag	PLK1 PBD block	EPAC1 antagonist	PI5P4K alpha inh
N#CC(=C1Nc2ccccc2N1)S(=O)(=O)c1ccccc1	?	1.2	0.0	-3%	3.4µM*	6%	?

Screening results (PubChem)
